Compound activity as filed in PubChem.
Scp-1 inhibitor: blocks human Scp-1 phosphatase activity; AID 493091; Recombinant Scp1, phosphopeptide, malachite green phosphate absorbance; inhibition, % at 20 µM; hit rate 0.88% among 340,000; Q9GZU7;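 active means inhibition above about 50% at 20 µM, limit read from the data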;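 further: plate controls were DMSO wells with enzyme for no effect and wells lacking enzyme for full effect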
Target sequence (Q9GZU7 76-261 limits assumed): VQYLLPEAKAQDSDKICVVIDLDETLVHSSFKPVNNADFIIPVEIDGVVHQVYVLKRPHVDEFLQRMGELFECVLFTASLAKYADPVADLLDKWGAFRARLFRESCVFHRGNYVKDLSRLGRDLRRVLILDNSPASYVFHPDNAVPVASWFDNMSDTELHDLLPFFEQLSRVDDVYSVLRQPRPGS
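System: SCP-1 catalytic domain; Reagent: Phospho 17-mer peptide substrate; Doses: one concentration, 20 µM, with 1.0% DMSO; Incubation: 45 min room-temperature reaction, 5 min colour, 30 min stabiliser; Signal: Phosphate-binding colour reagent, absorbance read at 630 nm.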
Tb MetRS inh: Trypanosoma brucei MetRS inhibition; purified T. brucei MetRS, ATP depletion, Kinase-Glo luminescence; inhibition, % at 11.9 µM; hit rate 0.4% among 360,000; AID 624268;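 active means inhibition above a per-plate cutoff of the control wells' mean inhibition plus 3 SD, cut at about 5.5% in these data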;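 further: 0% = DMSO wells median and 100% = median of wells with control inhibitor compound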
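Material: parasite MetRS enzyme / Replication: singlicate, one well per compound / Signal: luminescence of leftover ATP / Schedule: 2 h aminoacylation at 25 °C after 15 min preincubation / Medium: HEPES-MgCl2-KCl buffer plus DTT, spermine, BSA, pyrophosphatase / Doses: 11.9 µM single point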
LMPTP inh: LMPTP (human) inhibition. P24666. recombinant LMPTP-A, OMFP fluorogenic substrate, fluorescence intensity. inhibition, % at 20 µM. hit rate 0.22% among 360,000;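 active means compounds that cut the enzyme signal by at least half of the control window in the single-dose screen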;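 further: plate controls were DMSO wells with enzyme plus substrate for no effect and substrate without enzyme for full effect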
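Material: LMPTP-A; amount: 0.625 nM enzyme; doses: single 20 µM dose; times: reaction 50 min, room temperature, dark; technique: fluorescence intensity of OMFP turnover product; benchmarks: no-enzyme and uninhibited controls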
Rpn11 inh: Rpn11 (human) deubiquitinase inhibition. O00487. human 26S proteasome, Ub4-pepOG fluorescence polarization; 20S core pre-blocked with epoxomicin. calls only at 20 µM. hit rate 0.59% among 360,000. AID 588493;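 active means inhibition at 20 µM, scaled to each plate's controls, above about 33%, limit read from the data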
DNMT1 block: DNMT1 (human) enzyme inhibition; inhibition (reported as % activation of signal), % at 10 µM; P26358; DNMT1 molecular beacon, Hinp1I cleavage, fluorescence; hit rate 0.83% among 360,000; in the data active means inhibition above about 50%
NadD block: NadD (S. aureus) enzyme inhibition | purified NadD enzyme, colorimetric absorbance read-out | inhibition, % at 20 µM | hit rate 0.78% among 360,000 | AID 602399; in the data active means inhibition above about 26%; further: some compounds past the cut are filed as inactive
MsrA inh: bovine MsrA inhibition | purified bovine MsrA, absorbance read-out | inhibition, % at 15.5 µM | hit rate 0.75% among 360,000; in the data active means inhibition above about 4.5%;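 further: 0% = vehicle wells with enzyme and 100% = reference inhibitor wells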
CSN inh: inhibitors of human CSN-mediated cullin deneddylation; Purified CSN, SCF-Nedd8-OG deneddylation, fluorescence polarization; inhibition, % at 12.5 µM; hit rate 0.38% among 360,000;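 active means pattern-corrected inhibition above about 35%, with an unprinted fluorescence ratio check between 0.5 and 1.5, limit read from the data, passing the limit was not always enough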;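 further: 0% = enzyme with substrate and 100% = substrate without enzyme; some results filed as inactive read as strong as hits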
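Material: human Csn5 produced in HEK293T cells; Input: enzyme 0.24 nM; Reagent: SCFSkp2-Nedd8OG substrate at 10 nM final; Dosing: 12.5 µM compound; Incubation: 90 min reaction at room temperature; Detection: fluorescence polarization of the substrate; Evaluation: % inhibition of substrate cleavage by Csn5; Control set: substrate-only high control, full reaction low control.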
STEP inh: inhibitors of human striatal-enriched phosphatase STEP; inhibition, % at 20 µM; hit rate 0.25% among 360,000; P54829; recombinant STEP, OMFP fluorogenic substrate, fluorescence;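 active means inhibition at 20 µM, scaled per plate between control wells, above about 37%, limit read from the data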;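 further: 0% = DMSO with enzyme and substrate and 100% = substrate only without enzyme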
Target sequence (P54829 whole entry, looked up): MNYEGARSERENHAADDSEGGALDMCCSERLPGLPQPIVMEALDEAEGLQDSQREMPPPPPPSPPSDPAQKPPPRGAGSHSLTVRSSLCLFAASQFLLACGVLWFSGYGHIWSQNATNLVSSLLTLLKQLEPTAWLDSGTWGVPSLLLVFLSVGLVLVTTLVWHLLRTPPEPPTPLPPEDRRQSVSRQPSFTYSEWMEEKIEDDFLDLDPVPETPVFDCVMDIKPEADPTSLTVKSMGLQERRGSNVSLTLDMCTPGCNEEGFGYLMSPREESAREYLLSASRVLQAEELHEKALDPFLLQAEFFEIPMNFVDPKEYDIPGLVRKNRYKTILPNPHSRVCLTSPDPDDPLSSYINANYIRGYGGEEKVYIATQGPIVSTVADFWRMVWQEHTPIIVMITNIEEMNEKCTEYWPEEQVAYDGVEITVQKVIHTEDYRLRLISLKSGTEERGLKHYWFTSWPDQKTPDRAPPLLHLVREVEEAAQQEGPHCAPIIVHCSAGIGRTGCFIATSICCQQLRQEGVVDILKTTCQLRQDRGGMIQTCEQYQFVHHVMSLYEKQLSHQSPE
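Test system: STEP tyrosine phosphatase / Reagent: OMFP at 25 µM / Doses: 20 µM, 1% DMSO / Read-out: percent inhibition scaled to no-enzyme and uninhibited-enzyme controls, plate-pattern corrected / Detection: FITC-channel fluorescence of OMFP product / Medium: Bis-Tris buffer pH 6.0, 2.5 mM DTT, 0.005% Tween 20 / Schedule: 20 min at room temperature, dark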
SUMO1-SIM PPI: modulators of human SUMO1-mediated protein-protein interactions. AID 602429. hit rate 0.33% among 360,000. inhibition, % at 20 µM. SUMO1 binding to a labelled peptide, TR-FRET, 1 h; in the data active means inhibition above about 37%
Target sequence (P63165 whole entry, looked up): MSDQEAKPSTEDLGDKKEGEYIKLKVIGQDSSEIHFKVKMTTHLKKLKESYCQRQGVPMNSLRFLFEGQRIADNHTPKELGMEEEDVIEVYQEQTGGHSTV
An asterisk follows results filed as active; i = inactive; . = no result given. The order is random. Share with any hit: about 3.9%.

cpd	Tb MetRS inh	MsrA inh	DNMT1 block	Rpn11 inh	LMPTP inh	NadD block	SUMO1-SIM PPI	STEP inh	Scp-1 inhibitor	CSN inh	molecule
1	-1.3	-0.2	2	i	-1.3	-5	-2	-1	-7	-1	CN(Cc1ccccc1)C(=O)C1CCN(Cc2ccc(F)cc2)CC1
2	-0.3	-1.3	0	i	0.0	6	-5	-1	-3	-1	O=C(CCN1C(=O)c2ccccc2C1=O)NCc1ccc(Cl)cc1
3	0.0	2.7	-9	i	1.1	-1	-22	0	-4	2	COC(=O)c1sc(-c2cccs2)cc1NC(=O)/C=C/C(=O)O
4	-0.4	-0.5	-1	i	0.9	-5	2	1	-10	-4	COc1cc2c(cc1OC)C(C)N(C(=O)Nc1cc(C)cc(C)c1)CC2 (centres undefined)
5	0.2	0.3	-11	i	1.9	-6	-1	1	-8	4	NS(=O)(=O)c1ccc(NC(=O)COc2cccc3ccccc23)cc1
6	-0.4	0.7	-1	i	-0.1	-1	-2	0	-17	1	COC(=O)c1ccc(S(=O)(=O)N(CCO)Cc2ccccc2)n1C
7	-0.7	1.1	0	i	-0.9	-8	-10	2	-11	1	COCc1nc(-c2ccc(-c3ccccc3)nc2OC)no1
8	0.6	2.4	-18	i	2.6	-1	-5	11	-3	2	COc1ccc(C(=O)c2coc3c2C(=O)C(=O)c2ccccc2-3)cc1
9	-0.7	0.5	0	i	-1.8	-5	0	-1	-6	-1	CCCOc1ccc(C(=O)NCCC(=O)NCCCC(=O)O)cc1
10	-0.4	0.7	0	i	-0.3	-2	-1	-2	6	2	CC(=O)Nc1ccc(NC(=O)CSc2nccn2Cc2ccco2)cc1

Entries of single compounds, quoted from the list:
Shown for O=C(CCN1C(=O)c2ccccc2C1=O)NCc1ccc(Cl)cc1 : Tb MetRS inh = -0.3; MsrA inh = -1.3; DNMT1 block = 0; Rpn11 inh = i; LMPTP inh = 0.0; NadD block = 6; SUMO1-SIM PPI = -5; STEP inh = -1; Scp-1 inhibitor = -3; CSN inh = -1
Shown for COCc1nc(-c2ccc(-c3ccccc3)nc2OC)no1 : Tb MetRS inh = -0.7; MsrA inh = 1.1; DNMT1 block = 0; Rpn11 inh = i; LMPTP inh = -0.9; NadD block = -8; SUMO1-SIM PPI = -10; STEP inh = 2; Scp-1 inhibitor = -11; CSN inh = 1

(next part)
cpd	Tb MetRS inh	MsrA inh	DNMT1 block	Rpn11 inh	LMPTP inh	NadD block	SUMO1-SIM PPI	STEP inh	Scp-1 inhibitor	CSN inh	molecule
11	0.4	2.3	-2	i	-2.4	1	-1	0	.	-5	CC(=O)Nc1ccc(CN(C)c2c(C)nc3ccc(C(=O)NC4CCN(Cc5ccccc5)CC4)cn23)cc1
12	0.2	0.4	-2	i	-0.1	1	-1	-3	.	-4	CC1(C(=O)NCc2ccc(Cl)cc2)CCN1C(=O)Cc1cccc2ccccc12 (centres undefined)
13	-0.5	0.8	-4	i	-0.6	-4	2	-1	-12	-2	COc1ccc(CN(C)S(=O)(=O)c2nnc(NC(=O)c3cccc(F)c3)s2)cc1
14	-0.2	-1.2	21	i	-0.7	6	2	-7	-10	3	CCOC(=O)/C(C#N)=C/c1c(Oc2cccc(C)c2)nc2c(C)cccn2c1=O
15	-0.2	2.0	-3	i	-2.1	-2	-1	-3	-2	3	CC1CN(C(=O)Nc2ccccc2)c2ccccc2-[n+]2ccsc21 (centres undefined)
16	-0.9	0.2	2	i	-0.6	5	-1	-1	7	-4	COc1ccc(N2C(=O)CC(N3CCCC4CCCCC43)C2=O)cc1 (centres undefined)
17	0.2	0.6	1	i	-1.4	1	1	4	-6	4	COc1cccc(-c2nc(CS(=O)(=O)CC(=O)NCCCN3CCc4ccccc4C3)c(C)o2)c1
18	0.0	0.8	-2	i	-1.1	-4	-5	-2	-5	-2	Cc1cc(C)c2c(NC(=S)NC(=O)c3ccccc3)nn(C)c2n1
19	2.0	-0.7	-1	i	-0.7	-5	3	6	-4	-4	O=C(Nc1ncccc1Cl)c1ccc2c(c1)OCCO2
20	-0.3	1.5	3	i	-1.7	-4	0	0	.	1	COC(=O)[C@H]1C[C@H](OC(=O)NCc2ccc(OC)c(OC)c2)[C@@]2(O)CN(S(=O)(=O)c3ccc(C)cc3)CC2[C@H]1C(=O)OC (some centres undefined)
21	-0.2	-0.3	0	i	-0.6	-3	3	0	3	0	c1ccc(C2=Nn3c(nnc3-c3ccncc3)SC2)cc1
22	-1.1	3.6	-2	i	-1.2	-9	-5	-2	-12	-4	COc1ccccc1/C=N/NC(=O)c1csc(C)c1C
23	-0.8	-0.3	2	i	-1.2	-5	2	-2	-12	2	O=C(CCn1nnc2ccccc2c1=O)N[C@@H](Cc1ccccc1)C(=O)O
24	0.0	0.5	7	i	-0.7	-1	-5	3	0	3	Cc1cc(C)cc(C(=O)NC(CC(N)=O)c2ccc(NC3CCCCC3)c([N+](=O)[O-])c2)c1 (centres undefined)
25	0.3	0.4	-14	i	2.6	6	-5	-2	.	8	FC(F)C(F)(F)Oc1cccc(Nc2nccn3c(-c4cccc5cccnc45)cnc23)c1
26	-0.2	0.1	-1	i	-0.4	6	-2	-4	5	0	C=CCn1c(C)cc(C(=O)COC(=O)C2CC(=O)N(Cc3ccccc3)C2)c1C (centres undefined)
27	-0.3	0.2	0	i	-1.3	-2	1	1	5	-3	CCCCn1c(N)c(N(Cc2ccccc2OC)C(=O)C(C)Oc2ccc(F)cc2)c(=O)[nH]c1=O (centres undefined)
28	-0.9	0.7	2	i	-1.9	5	-3	0	-10	6	COc1ccc(C2/C(=C(/O)c3ccc(C)cc3)C(=O)C(=O)N2CC2CCCO2)cc1OC (centres undefined)
29	0.0	0.4	-1	i	0.4	4	5	-1	0	-1	Cc1ccc2c(c1)NC(=O)C(CC(=O)NCCCN1CCCC1=O)O2 (centres undefined)
30	-1.8	4.6*	4	i	-1.0	-1	-15	-3	-3	1	COc1ccc(/C=C/C(=O)c2ccc[nH]2)c(OC)c1OC
31	-0.6	0.7	-5	i	1.7	6	12	5	11	7	Cc1nnc(SCC(=O)Nc2sc3c(c2C#N)CCCC3)[nH]c1=O
32	-1.1	0.0	1	i	-3.1	-2	0	-3	-2	-2	CN(C)Cc1ccccc1Sc1ccc(O)cc1O
33	-0.7	2.0	2	i	1.8	-3	-10	-2	-13	1	CCOC(=O)c1cnc2c(OC)cccc2c1Oc1ccccc1
34	-1.3	0.7	.	.	3.2	-2	1	.	.	0	CCCc1c(-c2ccc(F)cc2F)ncn1Cc1ccccc1OC
35	0.5	0.1	-5	i	5.1	0	9	7	.	1	CCOc1ccc(CCN2C(=S)N([C@@H](CC(C)C)CN3CCC[C@@H]3CN3C(=S)NC[C@@H]3CC(C)C)C[C@@H]2CC(C)C)cc1
36	-0.3	-0.3	0	i	1.3	0	7	2	-9	-8	CC(C)c1ccc(NC(=S)N2CCN(S(=O)(=O)c3ccccc3)CC2)cc1
37	0.0	1.7	2	i	-0.7	3	-3	2	3	-4	Cc1ccc(C)c(C(C)NC(=O)CC#N)c1 (centres undefined)
38	0.3	0.6	-11	i	1.0	27	-7	0	1	-7	S=C1NC2=C(CCC/C2=C\c2ccccc2)C(c2ccccc2)N1 (centres undefined)
39	-0.7	-0.4	1	i	-1.1	-5	-3	-2	1	3	CCCCN(C)CCNC(=O)CN1C(=O)CSc2ccc(S(=O)(=O)N3CCCC3)cc21
40	-0.1	-0.4	9	i	3.3	19	14	5	-10	-8	O=C(NNc1nc(=O)c2cccnc2s1)c1ccccc1O
41	0.0	1.7	-22	i	0.9	30*	-2	0	11	-1	CCCc1cc2c(=O)c(-c3nc4ccccc4s3)c(COCC(=O)O)oc2cc1O
42	-0.2	0.4	-8	i	5.1	8	3	0	-5	1	COc1cc(C2CC(=O)Oc3c(C(CCN4CCN(c5ccccc5)CC4)c4ccc(N(C)C)cc4)c(OC)cc(OC)c32)cc(OC)c1OC (centres undefined)
43	-0.4	1.3	-6	i	-1.4	-2	8	-6	-8	-7	Cc1cc(=O)n(CC(C)O)c(O)c1C#N (centres undefined)

Rewritten as labelled records: entries from further up
36) CC(C)c1ccc(NC(=S)N2CCN(S(=O)(=O)c3ccccc3)CC2)cc1
  Tb MetRS inh = -0.3
  MsrA inh = -0.3
  DNMT1 block = 0
  Rpn11 inh = i
  LMPTP inh = 1.3
  NadD block = 0
  SUMO1-SIM PPI = 7
  STEP inh = 2
  Scp-1 inhibitor = -9
  CSN inh = -8
33) CCOC(=O)c1cnc2c(OC)cccc2c1Oc1ccccc1
  Tb MetRS inh = -0.7
  MsrA inh = 2.0
  DNMT1 block = 2
  Rpn11 inh = i
  LMPTP inh = 1.8
  NadD block = -3
  SUMO1-SIM PPI = -10
  STEP inh = -2
  Scp-1 inhibitor = -13
  CSN inh = 1
